# Compound activity deposited in PubChem by several laboratories.
# CHRM5 antagonist – CHRM5 antagonism in calcium assay | inhibition, % at 3 µM | actives 0.59% (n = 360,000) | CHO-hM5 cells, Fluo-8 calcium fluorescence, ACh EC80;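 active means inhibition above a per-plate cutoff, the mean of that plate's test compounds plus 3 SD, cut at about 27% in these data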;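 further: 0% = acetylcholine EC80 with DMSO and 100% = DMSO without agonist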
# M5 PAM – CHRM5 positive allosteric modulation | AID 624038 | P08912 | activation, % at 3 µM | actives 0.3% (n = 360,000) | CHO-K1 hM5, Fluo-8 calcium, ACh EC20 PAM; 0% = ACh EC20, 100% = ACh EC100;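 active means activation above the run cutoff, the mean activation of all test compounds plus 3 SD, cut at about 18% in these data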
#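 System – CHO-K1 hM5 cells · Compound – 3 µM, single dose · Incubation – compound preincubation 140 s before EC20 acetylcholine addition · Technique – Fluo-8 calcium fluorescence · Measure – Max/basal fluorescence ratio as % of EC20–EC100 ACh window · Benchmarks – low control EC20 acetylcholine (0%), high control EC100 acetylcholine (100%) · Replication – singlicate, one well per test compound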
# M5 ag – CHRM5 agonism in calcium assay; P08912; activation, % at 3 µM; CHO-K1 hM5 cells, Fluo-8 calcium fluorescence; 0% DMSO wells, 100% maximal acetylcholine response; actives 0.19% (n = 360,000);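 active means activation above the run's mean over test compounds plus 3 SD, cut at about 23% in these data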;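 further: signal is peak over basal fluorescence ratio across the kinetic read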
# CHRM4 PAM – potentiates acetylcholine response at human M4 receptor | P08173 | CHO-K1 hM4/Gqi5, Fluo-8 calcium fluorescence, ACh EC20; 0% = ACh EC20, 100% = maximal ACh | activation, % at 3 µM | actives 0.4% (n = 360,000);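 active means activation above its plate's cutoff, the mean activation of sample wells plus 3 SD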; further: some results filed as inactive read as strong as hits
# Target sequence (P08173 whole entry, looked up): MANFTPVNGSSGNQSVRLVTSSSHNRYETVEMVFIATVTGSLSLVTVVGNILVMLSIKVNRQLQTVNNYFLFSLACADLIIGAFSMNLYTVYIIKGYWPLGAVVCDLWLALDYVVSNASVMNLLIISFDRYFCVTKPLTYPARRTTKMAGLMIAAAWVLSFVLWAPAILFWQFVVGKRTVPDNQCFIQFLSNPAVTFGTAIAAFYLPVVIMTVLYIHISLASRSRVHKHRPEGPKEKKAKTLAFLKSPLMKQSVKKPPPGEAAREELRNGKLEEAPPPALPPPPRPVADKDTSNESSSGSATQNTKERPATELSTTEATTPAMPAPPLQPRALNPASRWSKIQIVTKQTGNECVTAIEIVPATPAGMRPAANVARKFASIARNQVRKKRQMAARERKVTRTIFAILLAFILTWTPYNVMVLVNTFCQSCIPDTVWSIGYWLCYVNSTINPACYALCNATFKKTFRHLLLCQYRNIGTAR
# M1 PAM – human CHRM1 positive allosteric modulation; actives 0.088% (n = 360,000); P11229; CHO-K1 hM1, Fluo-8 calcium fluorescence, ACh EC20; 0% = ACh EC20, 100% = maximal ACh; activation, % at 3 µM; AID 588819; in the data active means activation above about 19%, passing the limit was not always enough
# Target sequence (P11229 whole entry, looked up): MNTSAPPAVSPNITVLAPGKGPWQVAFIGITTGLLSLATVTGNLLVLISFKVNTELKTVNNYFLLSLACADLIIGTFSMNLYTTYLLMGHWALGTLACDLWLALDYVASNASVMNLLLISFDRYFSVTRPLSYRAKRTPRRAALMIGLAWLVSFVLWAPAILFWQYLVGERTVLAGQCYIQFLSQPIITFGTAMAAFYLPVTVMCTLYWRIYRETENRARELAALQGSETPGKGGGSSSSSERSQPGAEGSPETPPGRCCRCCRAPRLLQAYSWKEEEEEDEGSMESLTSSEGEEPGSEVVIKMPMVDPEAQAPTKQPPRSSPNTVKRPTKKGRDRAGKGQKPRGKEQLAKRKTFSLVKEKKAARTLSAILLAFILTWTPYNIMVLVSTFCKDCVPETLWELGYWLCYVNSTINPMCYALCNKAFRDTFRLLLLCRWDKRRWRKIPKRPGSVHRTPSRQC
# CHRM4 antagonist – CHRM4 antagonism in calcium assay; P08173; CHO-hM4 cells, ACh EC80, Fluo-8 calcium fluorescence; inhibition, % at 3 µM; actives 0.73% (n = 360,000);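 active means inhibition above its plate's cutoff, the mean inhibition of sample wells plus 3 SD, cut at about 27% in these data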;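 further: 0% = acetylcholine EC80 with DMSO and 100% = DMSO without agonist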
# M4 ag – CHRM4 agonism in calcium assay; P08173; CHO-K1 hM4/Gqi5, Fluo-8 calcium fluorescence; vehicle 0%, full acetylcholine response 100%; activation, % at 3 µM; actives 0.14% (n = 360,000); AID 624127;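 active means activation above the run mean over all test wells plus 3 SD, cut at about 32% in these data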;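 further: peak over basal fluorescence ratio per well then scaled between controls; 0% = DMSO wells and 100% = acetylcholine at EC100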
# CRFR2-BP ag – agonists of human CRF-binding protein/CRF-R2 receptor complex. HEK293 CRF-R2/CRF-BP, calcium dye fluorescence (FLIPR); percent of saturating CRF peptide response. activation, % at 13.2 µM. actives 0.46% (n = 350,000). AID 588473;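 active means activation of at least 50%, plus an integration ratio under a set limit after plate pattern correction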;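 further: plate controls were neutral control wells without compound for no effect and CRF at EC100 for full effect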
# M1 antag – antagonists of human M1 muscarinic receptor; CHO-K1 hM1, Fluo-8 calcium fluorescence, ACh EC80 antagonist; actives 1.3% (n = 360,000); inhibition, % at 3 µM;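 active means percent inhibition above its own plate's cutoff, namely the mean of that plate's compound wells plus 3 SD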;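 further: peak over basal fluorescence ratio during 140 s after agonist addition; 0% = ACh EC80 plus DMSO and 100% = DMSO alone without agonist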
# * hit, by the source's call; nt = no result given.
SMILES,CHRM5 antagonist,M5 PAM,M5 ag,CHRM4 PAM,M1 PAM,CHRM4 antagonist,M4 ag,CRFR2-BP ag,M1 antag
Cc1ccc(CNC(=O)Cn2cnc(C(=O)Nc3ccc(C)c(C)c3)n2)o1,10,-5,0,9,8,-9,3,-4.9,-14
CCOc1ccc2nc(SCC#N)c(C#N)cc2c1,-1,-4,-5,-4,4,-1,1,0.1,-4
CN1CCc2c(sc(NC(=O)C3CCCCC3)c2C(N)=O)C1,3,-6,3,-1,-3,4,0,-8.1,13
CCn1cc(C(=O)O)c(=O)c2cc(F)c(N3CCN(C(=S)NC(=O)c4ccccc4)CC3)cc21,0,6,1,2,10,-4,1,0.3,-14
O=C1OCCN1C(=O)[C@H]1[C@H](c2ccccc2)C(c2ccc(F)cc2)=NN1c1ccc(Br)cc1,5,-1,2,6,9,-16,1,-0.9,-13
Cn1c(O)c(N=Nc2ccccc2[N+](=O)[O-])c2ccccc21,6,0,1,-2,7,-4,0,0.4,-2
Cc1ccnc(SCC(=O)N2CCN(C(c3ccccc3)c3ccccc3)CC2)n1,8,-12,-5,-8,-15,9,2,-3.5,4
CC(C)CC(=O)NC(=S)N(Cc1ccccc1)Cc1ccccc1,-3,-3,-7,-1,-5,1,-2,0.2,-12
c1ccc(Nc2ncnc3c2oc2ccccc23)cc1,0,-2,-10,1,-2,3,1,-0.2,-6
O=[N+]([O-])c1cc([N+](=O)[O-])c2nonc2c1Nc1ccccc1O,8,1,0,7,13,8,0,-0.6,-15
CCN(CC)CCCNC(=O)c1cn(-c2cccc(OC)c2)c(=O)c2ccccc12,5,-3,-7,-3,3,1,1,-0.9,-1
CC1=NN(c2cccc(Cl)c2)C(=O)C1,9,2,13,11,4,-7,6,-2.2,0
O=C(NCC1CCCO1)C1CCN(S(=O)(=O)Cc2ccccc2)CC1 (stereo not drawn),-1,4,-1,1,4,-2,1,0.3,-2
COC(=O)[C@H](CCSC)NC(=O)Nc1ccc(C)cc1C,-1,-1,1,2,-2,-4,1,-0.3,2
COC(=O)C[C@@H]1C=C[C@H](NC(=O)Cc2ccccn2)[C@@H](CO)O1,12,-1,1,3,nt,-7,1,nt,nt
COc1ccc(NC(=O)Cn2cnc3c(cnn3C(C)(C)C)c2=O)cc1OC,2,3,0,4,-1,6,5,-0.9,13
Cc1cc(C)nc(NC(=O)c2cc(Br)ccc2Cl)n1,4,2,0,5,7,-6,1,-1.1,-8
O=C(NCc1ccccc1)C1Cc2c(-c3ccc(Cl)cc3)ccnc2O1 (stereo not drawn),-5,-2,-1,6,16,-15,3,nt,-23
O=C(NC1CCCc2ccccc21)c1cccnc1 (stereo not drawn),0,-1,-6,4,2,0,1,-1.4,0
Cc1ccc(Cn2ccc(NC(=O)c3cc(C(C)C)on3)n2)cc1,-10,1,1,16,11,-5,2,1.0,-16
CCCS(=O)(=O)c1cscc1NC(=O)c1c(-c2c(F)cccc2Cl)noc1C,13,-5,-4,-12,-3,-10,3,-2.3,-10
Cc1cc(C)nc(NC(=S)NC(=O)c2ccccc2)n1,9,3,-2,2,6,0,0,0.7,-9
Cc1ccc(S(=O)(=O)N2CCOCC2)cc1NC(=O)COC(=O)C1=COCCO1,-4,3,5,2,16,-6,0,-0.4,-6
O=C(CS(=O)(=O)c1ccccc1)c1cc2cc(F)ccc2oc1=O,13,-7,-8,-9,-3,14,2,-0.4,-6
CCN(CC)S(=O)(=O)c1cc(NC(=O)C(=O)c2c(-c3ccccc3)cc3ccccn23)ccc1C,4,3,-4,-12,-14,0,-1,-1.9,12

# Compound profiles (already shown). Order of screens: CHRM5 antagonist | M5 PAM | M5 ag | CHRM4 PAM | M1 PAM | CHRM4 antagonist | M4 ag | CRFR2-BP ag | M1 antag
# CCn1cc(C(=O)O)c(=O)c2cc(F)c(N3CCN(C(=S)NC(=O)c4ccccc4)CC3)cc21 across the screens: 0 | 6 | 1 | 2 | 10 | -4 | 1 | 0.3 | -14
# COC(=O)C[C@@H]1C=C[C@H](NC(=O)Cc2ccccn2)[C@@H](CO)O1 across the screens: 12 | -1 | 1 | 3 | nt | -7 | 1 | nt | nt

# Following part:
SMILES,CHRM5 antagonist,M5 PAM,M5 ag,CHRM4 PAM,M1 PAM,CHRM4 antagonist,M4 ag,CRFR2-BP ag,M1 antag
CN(C)c1ccc(C(=O)Nc2cc(C(F)(F)F)ccc2-n2cncn2)cc1,2,-5,-1,-1,-3,-9,0,-1.3,-10
O=C(CNC(=O)c1cccnc1)N=Nc1c(O)[nH]c2c(Br)cc(Br)cc12,-9,14,0,4,21,-14,1,0.3,-18
CCc1nnc(NC(=O)c2nn(-c3ccccc3)nc2C)s1,6,-1,1,4,6,-3,3,-4.5,-5
CCOc1ccc(Nc2nc(Cc3nnc(SCC(=O)NCc4ccco4)n3CC)cs2)cc1,1,-8,-2,0,-3,-2,2,-0.9,9
O=C(C1COc2ccccc2O1)N1CCN(c2ccccc2)CC1 (stereo not drawn),16,-8,-1,6,-1,0,3,-0.5,-17
Cc1[nH]nc(SCC(=O)Nc2ccc(C#N)cc2)c1[N+](=O)[O-],5,-7,2,-13,-10,-4,7,-1.1,-3
Cc1oc2ccc(Br)cc2c(=O)c1-c1nn[nH]n1,8,4,-1,7,12,0,1,-1.1,-14
CCc1ccccc1NC(=O)Cn1nnc(-c2cccnc2)n1,-1,1,-2,2,10,-12,2,-1.4,-9
CCCOc1ccc(N2C(=O)CC(N3CCN(CCN=CC4=C(O)CC(C)(C)CC4=O)CC3)C2=O)cc1 (stereo not drawn),6,-1,-1,3,4,-2,3,0.8,-2
CCn1nc(CC(=O)O)c2ccccc2c1=O,8,-5,1,4,-1,-3,5,0.1,0
O=C(COc1ccccc1)NCc1ccccc1,0,-4,0,-1,-2,-2,1,-1.4,-4
O=C(NCc1ccccc1)c1ccc(CSc2ccccc2)o1,10,1,-11,-4,8,14,-1,-1.7,-10
COc1ccc(N2CCN(C(=O)c3ccc4c(c3)NC(=O)C(CSCc3ccccc3F)N4)CC2)cc1 (stereo not drawn),6,-1,1,-3,5,8,0,2.4,-8
COc1ccccc1NC(=O)COC(=O)C12CC3CC(CC(Cl)(C3)C1)C2,1,-4,0,-7,0,3,-1,-0.6,5
O=C(C(O)c1ccc(Br)cc1)N1CCC(Nc2ccc3[nH]ncc3c2)CC1 (stereo not drawn),4,-3,0,-1,2,4,2,nt,-3
OCCN1CCN(c2ncnc3c2sc2nc(N4CCOCC4)c4c(c23)CCC4)CC1,0,-2,2,2,0,-5,2,-3.6,-17
COC(=O)[C@@H](NC(=O)N1CCN(C(=O)C2COc3ccccc3O2)CC1)C(C)C (stereo partly drawn),-27,6,-1,1,4,0,1,-0.2,-1
COc1ccc(C2=CSC3=NCCN23)cc1OC,10,1,-1,-1,-4,1,-1,-0.9,8
COc1cc(C(c2sc3ncnn3c2O)N2CCN(c3ccccc3F)CC2)cc(OC)c1OC (stereo not drawn),-4,-4,0,-1,2,-18,2,-1.0,-7
Cc1cc(N)n(-c2ncnc3scc(-c4ccccc4)c23)n1,6,-5,-3,10,4,-6,1,-2.9,-3
O=C(NCc1ccccc1)c1cccc(OCC(=O)N2CCN(C(=O)c3ccco3)CC2)c1,1,0,-1,-5,2,1,2,0.9,-9
CC1CCc2cc(F)ccc2N1C(=O)c1cc2nc(-c3ccco3)cc(C(F)(F)F)n2n1 (stereo not drawn),3,-3,-1,-3,6,2,0,0.6,-10
OC(CNCCc1ccc(Cl)cc1)COc1cc(Cl)ccc1Cl (stereo not drawn),2,-4,-2,-9,-11,-12,2,6.7,19
CCCC(CCC)C(=O)NC1CCN(Cc2ccccc2)CC1,0,0,-6,-4,9,7,0,2.3,-8
Cc1cccnc1NC(=O)CNC(=O)C12CC3CC(CC(C3)C1)C2,5,-3,5,2,0,12,1,-1.8,-5
# The list goes on.
SMILES,CHRM5 antagonist,M5 PAM,M5 ag,CHRM4 PAM,M1 PAM,CHRM4 antagonist,M4 ag,CRFR2-BP ag,M1 antag
Cn1c(Cc2ccccc2)nnc1SCC(=O)c1cccs1,-1,1,1,0,2,3,1,3.9,1
O=C(CSc1nnc2scc(-c3ccccc3)n12)NCc1ccc2c(c1)OCO2,3,-1,4,-1,4,-5,0,-2.1,-7
Cc1ccc(S(=O)(=O)CC(=O)c2ccc3c(c2)OCCO3)cc1,3,-2,1,0,5,1,1,-1.9,-8
C/C(CC(=O)Nc1cccc(Cl)c1Cl)=N\NC(=O)c1ccccc1Br,-2,7,-5,8,7,-11,1,-0.5,-10
CC1(C)C(=O)C2(CCCCC2)C(=O)OC1c1cccc([N+](=O)[O-])c1 (stereo not drawn),8,-6,-3,-9,5,5,0,-0.5,-7
Nc1nonc1-c1noc(N2CCOCC2)n1,-2,-3,-1,-1,2,5,0,1.3,-27
CN(C)c1ccc(S(=O)(=O)N2CCCCC2)cc1NC(=O)C1=NN(c2ccccc2)C(=O)CC1,-1,3,-4,6,10,5,1,3.6,-9
O=C(Nc1ccc2c(c1)OCCO2)C1c2ccccc2OCC(=O)N1CCCN1CCOCC1 (stereo not drawn),1,-4,0,8,nt,0,2,nt,nt
O=C(NNC(=O)c1ccc2[nH]c(=O)c(=O)[nH]c2c1)c1cccc(Br)c1,8,-4,-4,5,18,-3,0,-0.6,-10
Cc1ccc(N2C(=O)N3[C@H](c4ccc(F)cc4)[C@@H]4C(=O)N(C5CCCCC5)C(=O)[C@@H]4[C@]3(C)C2=O)cc1,11,1,2,5,14,-10,0,-0.7,-16

# By substructure, the entries above with fluorine.
SMILES,CHRM5 antagonist,M5 PAM,M5 ag,CHRM4 PAM,M1 PAM,CHRM4 antagonist,M4 ag,CRFR2-BP ag,M1 antag
CCn1cc(C(=O)O)c(=O)c2cc(F)c(N3CCN(C(=S)NC(=O)c4ccccc4)CC3)cc21,0,6,1,2,10,-4,1,0.3,-14
O=C1OCCN1C(=O)[C@H]1[C@H](c2ccccc2)C(c2ccc(F)cc2)=NN1c1ccc(Br)cc1,5,-1,2,6,9,-16,1,-0.9,-13
CCCS(=O)(=O)c1cscc1NC(=O)c1c(-c2c(F)cccc2Cl)noc1C,13,-5,-4,-12,-3,-10,3,-2.3,-10
O=C(CS(=O)(=O)c1ccccc1)c1cc2cc(F)ccc2oc1=O,13,-7,-8,-9,-3,14,2,-0.4,-6
CN(C)c1ccc(C(=O)Nc2cc(C(F)(F)F)ccc2-n2cncn2)cc1,2,-5,-1,-1,-3,-9,0,-1.3,-10
COc1ccc(N2CCN(C(=O)c3ccc4c(c3)NC(=O)C(CSCc3ccccc3F)N4)CC2)cc1 (stereo not drawn),6,-1,1,-3,5,8,0,2.4,-8
COc1cc(C(c2sc3ncnn3c2O)N2CCN(c3ccccc3F)CC2)cc(OC)c1OC (stereo not drawn),-4,-4,0,-1,2,-18,2,-1.0,-7
CC1CCc2cc(F)ccc2N1C(=O)c1cc2nc(-c3ccco3)cc(C(F)(F)F)n2n1 (stereo not drawn),3,-3,-1,-3,6,2,0,0.6,-10
Cc1ccc(N2C(=O)N3[C@H](c4ccc(F)cc4)[C@@H]4C(=O)N(C5CCCCC5)C(=O)[C@@H]4[C@]3(C)C2=O)cc1,11,1,2,5,14,-10,0,-0.7,-16
